Source: PubChem (several laboratories)
Avidin bead fluor: compound fluoresces at 488/530 nm on avidin beads; compound fluorescence 488/530 nm, flow cytometry; hits give high values; fluorescence (KMESF) at 10 µM; 220,000 tested, 0.38% active; AID 1775; in the data active = fluorescence above about 47; also: inactives centre near 10
Mcl1 Noxa PPI: Mcl-1/Noxa interaction inhibition | TR-FRET Mcl-1/Noxa peptide binding, 2 h | Q07820 | AID 1022 | 220,000 tested, 1.5% active | inhibition, % at 21.7 µM;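 active = compounds that cut the protein-peptide binding signal by more than 50% relative to plate controls in a single-dose test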;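 also: His-tagged Mcl-1 with rhodamine Noxa BH3 peptide and terbium anti-His antibody; 0% = Mcl-1 plus Noxa peptide wells and 100% = peptide-only wells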
Target sequence (Q07820 whole entry, looked up): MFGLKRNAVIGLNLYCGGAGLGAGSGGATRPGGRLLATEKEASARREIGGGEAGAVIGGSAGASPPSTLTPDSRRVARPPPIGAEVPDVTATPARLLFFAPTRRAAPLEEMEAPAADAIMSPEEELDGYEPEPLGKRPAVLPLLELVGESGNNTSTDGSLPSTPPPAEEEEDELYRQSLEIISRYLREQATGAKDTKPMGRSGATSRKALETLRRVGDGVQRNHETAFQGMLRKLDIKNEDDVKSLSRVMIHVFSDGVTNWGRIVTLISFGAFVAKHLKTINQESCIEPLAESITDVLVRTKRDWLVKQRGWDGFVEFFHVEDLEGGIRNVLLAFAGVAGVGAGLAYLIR
Pf gamet viab: inhibitors of late stage P. falciparum gametocyte viability | P. falciparum stage V gametocytes, ATP luminescence, 24 h | inhibition, % at 10.9 µM | 150,000 tested, 0.065% active | AID 743093;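 active = inhibition above the mean plus 3 SD of compounds within the control limits, set per campaign, cut at about 38% in these data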;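 also: 0% = DMSO wells and 100% = medium only without gametocytes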
RGS8-Gao: regulators of human RGS8-Galphao interaction; multiplexed bead flow cytometry, RGS8-Galphao binding; actives lie on both sides; response (percent of control binding), % at 10 µM; 220,000 tested, 0.34% active; in the data active = response below about 60% or above about 140%; inactive = in between;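 also: Galphao activated as the GDP aluminium fluoride complex binding bead-coupled RGS8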
Mcl1 Bid PPI: Mcl-1/Bid interaction inhibition | Q07820 | TR-FRET Mcl-1/Bid-Dy647 peptide binding, 1536-well | inhibition, % at 21.7 µM | 220,000 tested, 0.97% active;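 active = compounds that cut the binding signal by more than half at the single screening dose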;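 also: His-tagged Mcl-1 with europium anti-His antibody binding Bid BH3 peptide; 0% = Mcl-1 plus peptide wells and 100% = peptide-only wells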
RGS7-Gao reg: human RGS7-Galphao interaction regulation; P09471; Multiplexed bead flow cytometry, RGS7-Galphao binding; actives lie on both sides; binding response (% of control), % at 10 µM; 220,000 tested, 0.35% active; AID 1439; in the data active = binding response below about 49% or above about 150%; inconclusive = no clear call, values can overlap the other calls; inactive = in between;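 also: fluorescent Galphao held in activated GDP-AlF4 state binding bead-coupled RGS7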
ABCB1 inh: blocks JC-1 efflux by human ABCB1 transporter. P08183. CCRF-Adr cells, flow cytometry. inhibition, % at 6.6 µM. 190,000 tested, 0.067% active; in the data active = inhibition above about 40%;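 also: 0% = vehicle and 100% = reference inhibitor; higher value means more JC-1 retained so stronger ABCB1 efflux block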
RGS4-Gao reg: modulates binding of RGS4 to human Galphao; Multiplexed bead flow cytometry; actives lie on both sides; P09471; 220,000 tested, 0.33% active; AID 1415; binding response (% of control), % at 10 µM; in the data active = binding response below about 49% or above about 150%; inactive = in between;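 also: fluorescent Galphao activated with aluminum fluoride binding bead-coupled RGS4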
ABCG2 block: inhibitors of human ABCG2 transporter, ABCB1 counter-screen | Q9UNQ0 | IgMXP3 cells, JC-1 efflux, flow cytometry | AID 1325 | 190,000 tested, 0.1% active | inhibition, % at 6.6 µM;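 active = inhibition above 80%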;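 also: 0% = DMSO and 100% = nicardipine control wells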
Target sequence (Q9UNQ0 whole entry, looked up): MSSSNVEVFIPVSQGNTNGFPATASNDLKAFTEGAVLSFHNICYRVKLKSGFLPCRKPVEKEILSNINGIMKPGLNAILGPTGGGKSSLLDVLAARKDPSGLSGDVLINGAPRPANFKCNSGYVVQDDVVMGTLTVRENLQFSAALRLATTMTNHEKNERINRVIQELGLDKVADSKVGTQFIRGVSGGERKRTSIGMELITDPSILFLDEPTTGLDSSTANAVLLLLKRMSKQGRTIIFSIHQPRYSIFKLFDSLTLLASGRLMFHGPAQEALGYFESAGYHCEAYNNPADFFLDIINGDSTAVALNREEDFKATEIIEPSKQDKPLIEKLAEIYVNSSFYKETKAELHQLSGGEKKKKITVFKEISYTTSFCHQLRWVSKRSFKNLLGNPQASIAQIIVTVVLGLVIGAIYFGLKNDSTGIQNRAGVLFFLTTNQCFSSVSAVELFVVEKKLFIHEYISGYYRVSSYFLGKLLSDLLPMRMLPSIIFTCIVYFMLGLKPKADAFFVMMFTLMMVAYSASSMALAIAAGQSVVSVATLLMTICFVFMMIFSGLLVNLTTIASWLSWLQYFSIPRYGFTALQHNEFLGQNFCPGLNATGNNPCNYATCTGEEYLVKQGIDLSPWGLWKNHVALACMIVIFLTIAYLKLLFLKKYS
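test system = two drug-resistant human cell lines, ABCG2 and ABCB1 | amount = 3 million cells/mL final, two lines in 1:1 ratio | reagent = JC-1 transporter substrate | doses = one concentration, 6.6 µM final | incubation = 10 min at 25 °C | signal = flow cytometric JC-1 green MFI at 530 nm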
Bim-Mcl-1: disrupts Bim peptide binding to human Mcl-1. Q07820. inhibition, % at 10 µM. Bead-based flow cytometry, Bim peptide-Mcl-1 binding. 190,000 tested, 0.1% active; in the data active = inhibition above about 40%;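 also: 0% = no compound tracer wells and 100% = peptide blocker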
GSH fluor: GSH bead compound fluorescence profile; GSH beads flow cytometry, compound fluorescence 488/530 nm; hits give high values; fluorescence (KMESF) at 10 µM; 190,000 tested, 0.25% active; in the data active = fluorescence above about 89;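 also: glutathione beads carrying GST-tagged Bcl family fusion proteins plus one bare bead set; values are compound well signal with DMSO vehicle wells as background; inactives centre near 16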
Starred values were filed as active, the others as inactive; u = inconclusive; x = no result given.

Compound | Mcl1 Bid PPI | RGS7-Gao reg | Pf gamet viab | Mcl1 Noxa PPI | ABCG2 block | RGS4-Gao reg | RGS8-Gao | GSH fluor | ABCB1 inh | Avidin bead fluor | Bim-Mcl-1
OC(CN1CCN(Cc2ccccc2)CC1)Cn1c2ccccc2c2ccccc21 (stereo unspecified) | 7 | 102 | -5 | 12 | 14 | 101 | 103 | 10 | 1.3 | 5 | -2
O=C(CCN1C(=O)C2CC=C(Cl)CC2C1=O)NCc1ccco1 (stereo unspecified) | -11 | 101 | 14 | 17 | 6 | 100 | 102 | 21 | 1.0 | 11 | -2
Cc1c(C(=O)N(Cc2ccccc2)C(C)C)cnn1-c1ccccc1 | -10 | u | -1 | -13 | x | 107 | 96 | x | x | 11 | x
Cc1ccc(S(=O)(=O)NNC(=O)CCC(=O)Nc2ccc(C)cc2C)cc1 | -8 | 95 | 10 | 16 | 5 | 93 | 97 | 10 | 0.0 | 23 | -3
O=C(N/N=C/c1ccc(C(=O)O)cc1)C1=NNC(c2ccccc2)(c2ccccc2)C1 | -41 | u | -7 | 3 | 7 | 101 | 100 | 10 | 0.3 | 8 | 1
O=C(CCSc1ccc(Cl)c(Cl)c1)NC12CC3CC(CC(C3)C1)C2 | 1 | 96 | -11 | 0 | 1 | 99 | 99 | 21 | 0.1 | 9 | -3
CSc1nc2ccc(NS(=O)(=O)c3ccc(Cl)s3)cc2s1 | 9 | 100 | x | 19 | 5 | 101 | 101 | 11 | 0.7 | 10 | 0
Cc1ccc(OCCNc2ccc(C(F)(F)F)cc2[N+](=O)[O-])cc1 | 7 | 103 | x | 9 | 26 | 102 | 104 | 10 | 2.4 | 3 | -3
CCCCc1c(O)c2ccccc2n(CCCC)c1=O | 3 | 96 | 6 | 18 | 2 | 100 | 103 | 10 | -0.1 | 5 | 1
Cc1cnc([N+](=O)[O-])n1CCOC(=O)NC(=O)c1cccc(F)c1 | 0 | 89 | -8 | 7 | 3 | 87 | 77 | 18 | 1.1 | 4 | 0
CCOC(=O)c1ccccc1NC(=O)CSc1ccccc1 | -1 | 97 | -3 | 8 | 12 | 98 | 101 | 67 | -0.1 | 8 | -3
CCOC(=O)C(=O)Nc1ccc(OCc2ccccc2)cc1 | -56 | 100 | -10 | -11 | 3 | 101 | 99 | 11 | 0.5 | 11 | -1
CN(C)c1ccc(NC(=O)CSc2nnc(-c3cccs3)n2Cc2ccco2)cc1 | -32 | 91 | -6 | 11 | -6 | 103 | 107 | 10 | -1.5 | 8 | 2
CN(C)S(=O)(=O)c1cc(NC(=O)CSc2nn(-c3ccc(Cl)cc3)c(=S)s2)ccc1Cl | -32 | 102 | 1 | 14 | -2 | 98 | 98 | 3 | -0.8 | 12 | -3
CC(C)CNC(=O)c1cccc(NC(=O)C(C)Oc2ccccc2)c1 (stereo unspecified) | -3 | 101 | x | 9 | 1 | 104 | 104 | 15 | 0.0 | 6 | 2
CC(=O)c1c(C(C)=O)c(C)n(Cc2ccc3c(c2)OCO3)c1C | -6 | 101 | x | -2 | -2 | 98 | 101 | 39 | -1.6 | 7 | 1
Cc1cnc(C(=O)N2CCCC(C(=O)c3cccc(OC(C)C)c3)C2)cn1 (stereo unspecified) | -28 | 97 | 9 | -7 | 2 | 103 | 102 | 11 | 0.4 | 10 | 36
COc1ccc(-c2coc3cc(O)ccc3c2=O)cc1OC | -22 | 105 | 9 | 25 | 4 | 102 | 101 | 14 | 0.2 | 26 | 0
CC1(C)CC(=O)C=C(Nc2cc(-c3ccccc3)[nH]n2)C1 | -14 | 104 | -14 | -8 | 1 | 98 | 100 | 24 | 0.1 | 32 | 0
S=c1[nH]nc(-c2n[nH]c3c2CCC3)n1/N=C/C=C/c1ccccc1 | 11 | u | -17 | -5 | x | 93 | 92 | x | x | 7 | x
CCN(CC)CC(=O)N1N=C(c2cccs2)CC1c1ccco1 (stereo unspecified) | -14 | 111 | x | -8 | 3 | 107 | 112 | 10 | 1.2 | 21 | 0
COc1cc2c(cc1OC)-c1cc(NC3CCCCC3)nc(=O)n1CC2 | -13 | 105 | x | 10 | 1 | 106 | 101 | 19 | 0.3 | 10 | 8
COc1ccc(CNC(=O)c2c(O)c3ccccc3n(C)c2=O)cc1OC | -10 | 90 | x | 1 | 5 | 94 | 99 | 27 | 0.6 | 6 | -10
COC(=O)c1c(C(=O)OC)c(-c2cccc(C)c2)n2c1CS(=O)C2 (stereo unspecified) | -16 | 97 | 11 | -17 | 2 | 91 | 97 | 12 | 0.2 | 7 | 2
COc1cc(/C=N/NC(=O)c2cccnc2)ccc1OS(=O)(=O)c1cc(C)ccc1C | 10 | 96 | 0 | 37 | 12 | 100 | 90 | 5 | x | 9 | 9
O=C(COc1ncnc2ccc(Br)cc12)NCc1ccco1 | -39 | u | 9 | -4 | x | 97 | 99 | x | x | 7 | x
COc1ccc(N/N=C/c2c(C(=O)O)ccc3ccccc23)cc1 | -17 | u | -4 | 25 | x | 88 | 93 | x | x | x | x
C=CCSc1nc2ccccc2c2nc(-c3ccccc3)nn12 | -1 | 99 | -10 | 3 | 1 | 102 | 103 | 11 | 0.1 | 35 | -1
COc1ccc(OC)c2[nH]c(=O)c(CCNC(=O)CC(C)C)cc12 | -4 | 103 | -11 | 6 | 4 | 100 | 99 | 10 | 0.5 | 37 | 0
CCCN(CCC)S(=O)(=O)c1ccc(C(=O)OCCN2C(=O)c3cccc4c(N5CCOCC5)ccc(c34)C2=O)cc1 | -23 | 102 | x | -214 | 0 | 105 | 105 | 24 | 7.0 | 12 | 2
COc1cc(NC(=O)CN(C)S(=O)(=O)c2ccc(C)cc2)cc(OC)c1 | -2 | 104 | x | 26 | 28 | 102 | 104 | 32 | -1.3 | 16 | -6
CCN(CC)C(=O)c1cc(-c2ccccc2OC)on1 | 4 | 102 | x | 13 | 3 | 103 | 101 | 15 | 0.4 | 10 | 1
CC(C)(C)c1ccc(Cn2cnc(-c3ccc([N+](=O)[O-])cc3)c2)cc1 | -9 | 99 | 1 | 19 | 16 | 98 | 102 | 10 | 1.5 | 4 | 2
COc1ccc(-c2nc(-c3ccccc3)nc(Cl)c2C#N)cc1 | 10 | 104 | 3 | -30 | -1 | 103 | 105 | 12 | -0.4 | 37 | -1
Cc1ccc(NC(=S)NNc2ccc([N+](=O)[O-])cc2S(=O)(=O)Nc2ccccc2C(=O)O)cc1C | 45 | 108 | x | 87* | -5 | 104 | 101 | 12 | -0.5 | 4 | -4
COc1ccc(CCN(Cc2cc3cc(C)c(C)cc3nc2Cl)C(=O)C2CC2)cc1 | -11 | 99 | x | 13 | 15 | 98 | 101 | 35 | 1.5 | 16 | -5
CCOC(=O)c1cncc(C#CCOC(=O)Nc2ccc(OC(F)(F)F)cc2)c1 | -18 | u | -49 | 5 | x | 98 | 100 | x | x | 5 | x
O=C1C=C(c2ccccc2)OC(c2ccccc2)O1 (stereo unspecified) | 7 | 101 | 10 | -9 | 1 | 100 | 104 | 11 | 0.1 | 9 | 1
O=C1CCCc2oc3c(cc(NS(=O)(=O)c4ccc5c6c(cccc46)C(=O)N5)c4ccccc43)c21 | -76 | u | 10 | 61* | x | 97 | 102 | x | x | 8 | x
COc1ccc(/C=N/n2c(-c3ccc(C)cc3)n[nH]c2=S)cc1OC | -64 | u | 16 | 13 | x | 97 | 98 | x | x | 3 | x
COc1ccc(CN(C(=O)c2oc3ccccc3c2C)C2CCS(=O)(=O)C2)cc1OC (stereo unspecified) | 1 | 100 | x | 5 | 5 | 101 | 103 | 46 | 2.8 | 1 | 0
CCC(=O)c1ccc(OCc2ccc(C#N)cc2)cc1 | -19 | 99 | 0 | 0 | 2 | 103 | 102 | 23 | 0.2 | 13 | -6
COc1cccc(C(=O)CSc2nnc(COc3cccc4cccnc34)o2)c1 | -10 | 106 | -3 | -5 | 9 | 104 | 104 | 29 | 1.5 | 10 | -1
COc1cccc(N(C(=O)Cn2nnc(-c3cccs3)n2)C(C(=O)NC(C)C)c2ccc(C)o2)c1 (stereo unspecified) | -19 | 98 | x | -5 | 1 | 100 | 102 | 13 | 0.5 | 38 | -2
CSCCC1NC2(C(=O)Nc3ccc(Cl)cc32)[C@@H]2C(=O)N(C3CCCC3)C(=O)[C@H]12 (stereo partly specified) | -15 | 107 | x | 25 | 2 | 102 | 102 | 17 | 0.3 | 10 | -3
CC1(C(=O)NCc2cccnc2)CCC(=O)N1Cc1cccs1 (stereo unspecified) | -2 | 100 | x | -11 | -1 | 103 | 101 | 14 | -0.2 | 7 | -1
O=C(NC(=S)NC1CCCc2ccccc21)c1ccco1 (stereo unspecified) | -44 | u | 0 | 11 | 11 | 100 | 100 | 15 | 1.3 | 10 | -3
COc1cc(C2CC(=O)Nc3cc(C)c(C)cc32)cc(OC)c1OC (stereo unspecified) | -23 | 100 | 12 | -13 | 0 | 98 | 99 | 8 | 0.3 | 2 | -5
CCOc1c2ccc(C(=O)NC3CCCc4ccccc43)cc2nn1C (stereo unspecified) | 3 | 102 | x | 24 | 3 | 102 | 103 | 18 | 0.7 | 29 | -2
Cc1ccc(/C=C/C(=O)NCc2cccs2)c(C)c1 | -64 | 100 | 5 | 8 | 1 | 104 | 103 | 17 | 0.3 | 4 | -1
O=C(CCCN1C(=O)c2ccccc2C1=O)Nc1nc2ccccc2[nH]1 | -27 | u | -26 | 16 | x | 101 | 106 | x | x | 3 | x
Cc1nnc(-c2ccccc2)nc1N(C)C | -40 | 100 | 4 | 4 | 1 | 97 | 98 | 19 | -0.5 | 9 | 1
CC1CCCCN1C(=O)CSc1nc(N)cc(=O)[nH]1 (stereo unspecified) | -19 | 105 | 7 | 2 | 3 | 105 | 103 | 12 | 0.6 | 15 | -1
CCc1ccc(C(=O)NNc2cc(Cl)ccc2Cl)cc1 | -7 | u | 11 | 10 | x | 101 | 99 | x | x | 6 | x
CN(C)C(=O)c1cn(-c2ccccc2)c(=O)c2ccccc12 | -16 | 104 | 2 | -11 | 0 | 103 | 99 | 22 | 0.1 | 19 | -1

Entries of single compounds as entered above.
CCN(CC)CC(=O)N1N=C(c2cccs2)CC1c1ccco1 (stereo unspecified) is listed as Mcl1 Bid PPI = -14; RGS7-Gao reg = 111; Pf gamet viab = x; Mcl1 Noxa PPI = -8; ABCG2 block = 3; RGS4-Gao reg = 107; RGS8-Gao = 112; GSH fluor = 10; ABCB1 inh = 1.2; Avidin bead fluor = 21; Bim-Mcl-1 = 0
O=C(CCCN1C(=O)c2ccccc2C1=O)Nc1nc2ccccc2[nH]1 is listed as Mcl1 Bid PPI = -27; RGS7-Gao reg = u; Pf gamet viab = -26; Mcl1 Noxa PPI = 16; ABCG2 block = x; RGS4-Gao reg = 101; RGS8-Gao = 106; GSH fluor = x; ABCB1 inh = x; Avidin bead fluor = 3; Bim-Mcl-1 = x
